High-throughput results: PubChem BioAssay, several laboratories
IEC-6 cytotox: IEC-6 cytotoxicity, counter-screen for KLF5 inhibitors | luminescence viability | inhibition, % at 5 µM | 0.78% of 290,000 active | AID 1825; in the data active means inhibition above about 22%;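 further: 0% = plate median of test compound wells and 100% = cytotoxic reference compound wells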
AI-2 QS modul: modulates the Vibrio harveyi AI-2 quorum sensing system; Vibrio harveyi JMH597 AI-2 luminescence/OD600 ratio, 9 h; stronger effect = lower value; strain lacks LuxN and CqsS sensors; 0 = neutral-control median; activity change, % at 7.5 µM; 0.4% of 300,000 active; in the data active means activity change below about -75%, passing the limit was not always enough; inconclusive means no clear call, values can overlap the other calls;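 further: luminescence divided by OD600 gain over 9 h not by final OD600 alone; inactives centre near 13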
HSP90 refold inh: HSP90 refolding inhibition in rabbit reticulocyte lysate; luciferase refolding luminescence, 3 h; inhibition, % at 5.6 µM; 0.91% of 290,000 active; AID 1789;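 active means inhibition above the screen-wide mean plus 3 SD, computed separately per campaign, cut at about 16% in these data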;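 further: 0% = DMSO wells and 100% = 60 µM geldanamycin wells; inhibitors lower the luminescence because luciferase stays unfolded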
HIF activator: HIF pathway transcriptional activation; U2OS HRE-luciferase reporter, luminescence; normalized: DMSO 0%, desferrioxamine 100%; 0.32% of 300,000 active; activation, % at 7.5 µM (by protocol);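 active means mean activation of at least 10% of the iron chelator positive control signal, with at least half of replicates also reaching 10%; inconclusive means mean and replicate majority disagree about reaching 10%; inactive means mean and most replicates under 10%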
KLF5 inhibitor: suppresses KLF5 promoter-driven expression; DLD-1 KLF5 promoter-luciferase reporter, luminescence; 0.23% of 290,000 active; AID 1700; inhibition, % at 5 µM;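 active means inhibition above a per-plate limit of that plate's mean compound inhibition plus 3 SD, cut at about 60% in these data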;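 further: 0% = DMSO wells and 100% = LY294002 at 200 µM; higher means less KLF5 promoter-driven luciferase light; inactives centre near -14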
GSK3B inh: blocks human GSK3beta kinase activity. P49841. AID 2097. GST-GSK3beta kinase, ADP-Glo luminescence, 60 min; stronger effect = lower value. activity score (negative = inhibition), % at 10 µM. 0.038% of 300,000 active;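 active means more than half of replicate wells score below -50%, meaning over 50% inhibition versus plate controls; inconclusive means some replicates but at most half score below -50%; inactive means no replicate scores below -50%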;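 further: 0% = median DMSO wells and -100% = median GW8510 positive control wells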
Target sequence (P49841 whole entry, looked up): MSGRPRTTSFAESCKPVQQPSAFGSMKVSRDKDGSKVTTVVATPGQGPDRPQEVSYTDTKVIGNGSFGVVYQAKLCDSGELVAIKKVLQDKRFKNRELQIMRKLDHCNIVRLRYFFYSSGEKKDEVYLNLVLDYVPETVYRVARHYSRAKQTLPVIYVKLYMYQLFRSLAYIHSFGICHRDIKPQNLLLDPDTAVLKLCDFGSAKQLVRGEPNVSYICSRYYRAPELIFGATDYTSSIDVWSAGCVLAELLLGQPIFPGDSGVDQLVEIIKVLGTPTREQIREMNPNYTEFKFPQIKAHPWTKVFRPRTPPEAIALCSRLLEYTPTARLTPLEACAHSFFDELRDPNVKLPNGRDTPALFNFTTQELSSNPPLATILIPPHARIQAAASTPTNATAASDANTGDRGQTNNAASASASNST
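Assay system: GST-fused GSK3beta enzyme, cell-free / Medium: Tris pH 7.5 buffer with MgCl2, DTT, BSA, heparin / Also added: peptide substrate plus 25 µM ATP (final) / Compound: 10 µM single point / Timing: kinase reaction with compound 60 min at room temperature / Detection: ADP-Glo luminescence / Benchmarks: DMSO neutral wells and GW8510 at 20 µM as positive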
GSK3 alpha inh: human GSK-3 alpha kinase inhibition | P49840 | ADP-Glo luminescence, 60 min | inhibition, % at 10 µM | 0.1% of 320,000 active;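 in the data active means inhibition above about 50%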;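 further: GST-tagged GSK-3 alpha with peptide substrate and 25 µM ATP; 0% = DMSO neutral wells and 100% = GW8510 positive control wells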
Target sequence (P49840 whole entry, looked up): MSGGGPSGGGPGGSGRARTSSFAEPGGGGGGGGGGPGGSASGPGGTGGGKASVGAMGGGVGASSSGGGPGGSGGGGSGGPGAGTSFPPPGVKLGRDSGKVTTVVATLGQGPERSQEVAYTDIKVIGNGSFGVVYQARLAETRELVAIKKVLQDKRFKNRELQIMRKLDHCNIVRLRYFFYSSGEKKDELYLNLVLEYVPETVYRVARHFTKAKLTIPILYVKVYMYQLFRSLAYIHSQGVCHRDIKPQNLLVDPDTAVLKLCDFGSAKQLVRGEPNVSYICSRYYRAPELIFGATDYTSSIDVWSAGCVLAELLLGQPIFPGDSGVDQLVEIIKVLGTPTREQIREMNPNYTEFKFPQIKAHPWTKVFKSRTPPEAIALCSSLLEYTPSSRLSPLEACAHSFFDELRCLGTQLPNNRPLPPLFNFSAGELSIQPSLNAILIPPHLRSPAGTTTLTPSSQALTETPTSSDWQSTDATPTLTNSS
aSyn 5UTR inh: MLPCN primary screen, SNCA 5' untranslated region. inhibition, % (tested at 7.5 µM). 0.82% of 300,000 active. alpha-synuclein 5'UTR reporter, inhibitor activity; in the data active means inhibition above about 60%; inconclusive means no clear call, values can overlap the other calls;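 further: H4 neuroglioblastoma cells stably carrying SNCA 5'UTR luciferase fusion; 0% = DMSO wells and 100% = positive control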
HSF-1 act: increases HSF-1 driven luciferase reporter signal. AID 504408. NIH3T3-HGL HSF-1 luciferase reporter, MG132, 8 h; 100% = twice DMSO control signal. 1.7% of 300,000 active. activation, % at 9 µM;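 active means mean replicate activation of at least 50% with a set share of replicates each reaching 50%; inconclusive means only one of those two conditions met; inactive means mean below 50% and too few replicates reaching it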;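 further: 0% = median of the neutral control wells and 100% = twice that signal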
HSF1 inhib: HSF1 inhibition; NIH3T3-HGL HSE-luciferase, MG132-induced, luminescence 8 h; stronger effect = lower value; activity change, negative = inhibition, % at 7.5 µM (by protocol); 0.77% of 300,000 active; AID 2098;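 active means more than half of replicate wells show activity change below -50%, luminescence cut by over half; inconclusive means some wells, but at most half, below -50%; inactive means no replicate well below -50%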;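 further: luciferase reports HSF-1 transcriptional activity via heat shock element; 0% = median of DMSO wells and -100% = zero luminescence signal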
Active calls of the source: *; ? = inconclusive; . = not tested or not shown. Hits appear at their usual frequency. Share with any hit: about 4.7%.

SMILES	IEC-6 cytotox	AI-2 QS modul	HSP90 refold inh	HIF activator	KLF5 inhibitor	GSK3B inh	GSK3 alpha inh	aSyn 5UTR inh	HSF-1 act	HSF1 inhib
O=C(CCS(=O)(=O)c1ccccc1)Nc1ccc2c(c1)OCO2	-12	17	-1	2.6	-62	0	-5	-25	27	18
O=C(CNC(=S)N(CCCN1CCOCC1)Cc1cccs1)NC1CCCCC1	-5	16	2	0.3	-20	0	1	26	1	5
Cc1ccc(S(=O)(=O)N2CCC(C(=O)N3CCC(C(=O)NCC4CCCO4)CC3)CC2)cc1 (centres undefined)	6	5	1	0.1	-26	-3	-2	25	25	5
CC(=O)OCCNc1cc(SC(C)C)c2nonc2c1[N+](=O)[O-]	1	17	0	.	-13	-2	0	.	.	.
Cc1cc(OC(=O)c2ccc(F)cc2)c([N+](=O)[O-])c(=O)[nH]1	1	3	-2	0.0	-9	1	0	5	12	10
Cc1cc(Cl)c2ccccc2n1	-1	-3	3	-0.4	-20	-4	-1	-2	-20	-11
Cn1ncc(Cl)c1C(=O)NNC(=O)Nc1cccc2ccccc12	-1	-5	-1	.	-31	-1	.	.	.	.
CCCCNc1ncnc2c1cnn2-c1ccc(Cl)cc1	19	-5	-8	4.2	-113	1	-1	-137	30	12
CCOC(=O)C(C(=O)OCC)C1CCS(=O)(=O)C1 (centres undefined)	2	14	1	-0.5	-20	5	-3	8	-14	-5
O=C(NC(=S)NCc1ccccc1)c1cccs1	5	10	-1	0.0	-10	6	1	17	2	-4
Cc1noc(C)c1S(=O)(=O)N1CCC(C(=O)c2ccccc2)CC1	5	-20	3	0.1	-7	1	1	-6	14	-3
Cc1ccc(SCC(=O)Nc2ccc(C(=O)Nc3ccc(O)cc3)cc2)cc1	-1	20	4	-0.5	-16	1	-1	18	5	3
COc1ccc(CC(=O)N/N=C/c2ccc(Cl)s2)cc1OC	1	19	-2	-6.7	-1	-3	5	9	46	1
O=C(CCCOc1ccccc1)Nc1nnc(C2CCCO2)s1 (centres undefined)	0	13	-1	1.5	-14	4	2	-21	8	-1
O=C(Nc1ccc2nc(-c3ccco3)[nH]c2c1)c1cccs1	0	13	1	7.9	-81	1	-3	-190	28	11
COc1ccc(OC)c2c1CC(C)(C)NC2=O	0	23	-3	-0.1	-21	-1	.	5	8	-2
Cc1ccc(C)c(S(=O)(=O)Nc2ccc(C(=O)NCCCN3CCOCC3)cc2)c1	.	-7	.	-0.2	.	-4	0	4	-4	-3
Cn1c(=O)cc(OCC(=O)NCCc2ccc(Cl)cc2)c2ccccc21	2	9	-1	-0.1	-2	-1	7	11	3	4
COc1ccc2c(c1OC)C(=O)N(c1nccs1)C2	7	17	-6	1.3	-18	1	0	-111	24	15
O=C(N/N=C1/CC2C=CCC12)c1cccs1 (centres undefined)	2	21	-5	3.7	-80	-2	.	-75	21	18
CCC(C)NC(=O)Nc1ccccc1F (centres undefined)	-4	22	-4	1.0	-12	3	-1	7	-7	-14
NS(=O)(=O)c1ccc(CNC(=O)Cc2ccccc2F)cc1	3	28	5	0.6	2	0	-5	18	-3	-2
O=C(CCSc1ccccn1)c1ccccc1	-2	12	-5	-0.2	-5	-1	1	-6	14	5
Cc1cc(C)c(C)c(OCCCCn2cnc3ccccc3c2=O)c1	-2	14	-6	-0.2	-11	1	2	24	36	8
COc1ccc(CCNC(=O)CCn2c(=O)c3cccn3c3ccc(F)cc32)c(OC)c1OC	-1	3	-1	-0.3	13	-6	3	-9	-5	4
CC(C)=NNc1cc([N+](=O)[O-])cc2c1C(=O)N(C)S2=O (centres undefined)	-2	-10	2	0.3	-14	1	-1	-10	28	5
COC(CNC(=O)CN1C(=O)COc2ccc(S(=O)(=O)N3CCOCC3)cc21)OC	2	24	5	-0.2	-32	-1	.	0	-10	-1
CCOC(=O)c1c(-c2ccccc2Cl)csc1NC(=O)CSc1nc(C)cc(=O)[nH]1	4	38	-4	-0.1	-13	11	1	4	-5	-3
Clc1cccc(CN2CCSCC2)c1Cl	8	13	2	-1.0	1	3	-1	19	-8	-14
Cc1nn(Cc2ccc(Cl)c(Cl)c2)c(C)c1NC(=O)c1cc(-c2ccc3c(c2)OCO3)on1	1	27	1	-1.0	-9	-4	-2	66*	-3	4
CC(=O)NC12CC3CC(C1)CC(C(=O)NCc1ccc(C)cc1)(C3)C2	6	14	-3	-0.8	7	1	-4	-3	5	5
CC1CCCN(C(=O)Nc2ccc(Br)cc2Cl)C1 (centres undefined)	-4	26	-2	1.4	-23	2	3	-91	23	12
Cc1ccc(Cn2nnnc2CN2CCC(O)(c3cccnc3)CC2)cc1	-5	6	-7	0.1	-7	-1	-3	26	7	-8
C=CCn1c(=O)c2ccccc2n2c(SCC(=O)NC)nnc12	0	35	-1	-1.9	-29	2	-1	-20	-1	-4
Cn1c(CNC(=O)c2ccccc2F)nnc1SCC(=O)Nc1nncs1	3	16	-3	-0.2	5	-1	1	-9	8	-4
CC(CCc1ccccc1)NC(=O)c1cccnc1 (centres undefined)	-9	35	-3	-0.4	-33	1	-1	-17	6	-3
Cc1cc(C)c(C#N)c(Cl)n1	3	4	-3	-0.2	7	-22	-2	7	1	0
O=C(Nc1cccc(NC(=S)NC(=O)c2cccs2)c1)c1ccccc1	-4	4	1	2.4	1	1	3	-3	14	12
O=C(NCc1ccc2c(c1)OCO2)C1CCN(S(=O)(=O)N2CCOCC2)CC1	2	19	1	-0.1	-9	0	-2	3	18	0
COc1ccccc1NC(=O)NNC(=O)CCN1CCOCC1	4	-7	3	-0.2	-25	-2	1	-5	-6	-4
COc1ccc(CCNC(=O)COc2ccc(S(=O)(=O)NC3CCCCC3)cc2Cl)cc1	-2	6	1	.	-7	-2	0	33	42	14
Cc1c(C(=O)NCc2ccc3c(c2)OCO3)oc2ccc(S(=O)(=O)N3CCCCC3)cc12	0	13	0	-0.2	-17	0	-4	32	14	8
CC(C)C[C@H](NC(=O)c1[nH]cnc1C(=O)N[C@@H](C)C(=O)OC(C)(C)C)C(=O)OCc1ccccc1	.	8	.	-1.4	.	0	-1	9	-7	2
COc1ccc(Cl)cc1N(CC(=O)N1CCN(Cc2ccccc2)CC1)S(C)(=O)=O	0	6	3	0.2	-50	-1	2	22	-60	?
Cc1ccc(N=Nc2ccc(O)cc2)c(Br)c1	7	7	-2	3.6	-106	4	3	-43	61*	21
CC(=O)NCC(=O)NC1(C(=O)NC2CCCC2)CCCCC1	-3	-5	3	-0.3	-11	-13	0	1	-19	-3
COc1cc(C)c(Cl)cc1S(=O)(=O)NCCCN1CCOCC1	3	25	-4	0.0	-9	1	-1	10	1	0
CCOC(=O)c1c(NC(=O)C2Cc3ccccc3C(=O)O2)sc2c1CCCC2 (centres undefined)	.	26	.	0.1	.	1	1	11	3	3
Cc1csc(NC(=O)Cc2nn(C)c(=O)c3ccccc23)n1	2	8	3	0.2	-28	2	-4	-1	-40	-24

Entries from the list above that have four or more nitrogen atoms (12):
SMILES	IEC-6 cytotox	AI-2 QS modul	HSP90 refold inh	HIF activator	KLF5 inhibitor	GSK3B inh	GSK3 alpha inh	aSyn 5UTR inh	HSF-1 act	HSF1 inhib
O=C(CNC(=S)N(CCCN1CCOCC1)Cc1cccs1)NC1CCCCC1	-5	16	2	0.3	-20	0	1	26	1	5
CC(=O)OCCNc1cc(SC(C)C)c2nonc2c1[N+](=O)[O-]	1	17	0	.	-13	-2	0	.	.	.
Cn1ncc(Cl)c1C(=O)NNC(=O)Nc1cccc2ccccc12	-1	-5	-1	.	-31	-1	.	.	.	.
CCCCNc1ncnc2c1cnn2-c1ccc(Cl)cc1	19	-5	-8	4.2	-113	1	-1	-137	30	12
CC(C)=NNc1cc([N+](=O)[O-])cc2c1C(=O)N(C)S2=O (centres undefined)	-2	-10	2	0.3	-14	1	-1	-10	28	5
Cc1nn(Cc2ccc(Cl)c(Cl)c2)c(C)c1NC(=O)c1cc(-c2ccc3c(c2)OCO3)on1	1	27	1	-1.0	-9	-4	-2	66*	-3	4
Cc1ccc(Cn2nnnc2CN2CCC(O)(c3cccnc3)CC2)cc1	-5	6	-7	0.1	-7	-1	-3	26	7	-8
C=CCn1c(=O)c2ccccc2n2c(SCC(=O)NC)nnc12	0	35	-1	-1.9	-29	2	-1	-20	-1	-4
Cn1c(CNC(=O)c2ccccc2F)nnc1SCC(=O)Nc1nncs1	3	16	-3	-0.2	5	-1	1	-9	8	-4
COc1ccccc1NC(=O)NNC(=O)CCN1CCOCC1	4	-7	3	-0.2	-25	-2	1	-5	-6	-4
CC(C)C[C@H](NC(=O)c1[nH]cnc1C(=O)N[C@@H](C)C(=O)OC(C)(C)C)C(=O)OCc1ccccc1	.	8	.	-1.4	.	0	-1	9	-7	2
Cc1csc(NC(=O)Cc2nn(C)c(=O)c3ccccc23)n1	2	8	3	0.2	-28	2	-4	-1	-40	-24
